Assay outcomes from PubChem.
LYP phosphatase – PTPN22 lymphoid phosphatase activity blockers – biochemical, fluorescence intensity, uHTS (AID 1779) | recombinant LYP phosphatase, fluorescence intensity; higher % means a stronger effect | inhibition, % at 11.5 µM; hits with a dose series show IC50 in µM | 290,000 tested, 0.054% active; in the data active means inhibition above about 50%;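 further: plate controls were vehicle with enzyme for no effect and no enzyme for full effect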
WT yeast gro inh – growth inhibition of WT yeast, mitochondrial fusion screen; mitochondrial fusion phenotypic screen, WT strain; inhibition, % at 10 µM; 190,000 tested, 2.1% active; in the data active means inhibition above about 58%; tested in S. cerevisiae
Autophagy mod – alters autophagy in cells | 190,000 tested, 0.98% active | calls only at 10 µM (by protocol) | AID 463193 | MEF GFP-LC3 puncta imaging; test concentration mostly 10 µM;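 active means percentage of spot-positive cells more than 3 SD above its plate mean, without a fluorescence outlier flag or 80% toxicity; inconclusive means no clear call, values can overlap the other calls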;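 further: spot-positive cell cutoff set from DMSO-treated cells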
K1F lysis inhibition – protection from phage-mediated lysis, alamar blue read-out – E. coli UTI89, K1F phage, bacterial capsule biogenesis inhibitors (AID 488966). E. coli UTI89 K1F phage lysis, alamar blue, 2 h; higher % means a stronger effect. inhibition, % at 100 µM; hits with a dose series show IC50 in µM. 340,000 tested, 0.02% active;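 active means phage lysis inhibition, versus mean bacterial control, above a set limit; inconclusive means no clear call, values can overlap the other calls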;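 further: capsule biogenesis inhibitors block K1F phage lysis so surviving cells raise fluorescence; higher fluorescence means more inhibition of phage lysis; actives were called in the ten point dose series up to 300 µM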
NTR1 agonist – agonists of NTR1, primary screen, imaging, U2OS cells, beta-arrestin-GFP, high content (AID 493036) | P30989 | NTR1-U2OS beta-arrestin-GFP spot imaging, agonist mode | activation, % at 20 µM | 330,000 tested, 0.17% active;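 active means activation at or above 40% of the spot to cytoplasm intensity ratio, with at least 20 cells analyzed; inconclusive means wells under 20 cells, flagged as cytotoxic or low count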;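 further: 0% = DMSO without peptide and 100% = 100 nM NTR1 peptide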
Target sequence (P30989 whole entry, looked up): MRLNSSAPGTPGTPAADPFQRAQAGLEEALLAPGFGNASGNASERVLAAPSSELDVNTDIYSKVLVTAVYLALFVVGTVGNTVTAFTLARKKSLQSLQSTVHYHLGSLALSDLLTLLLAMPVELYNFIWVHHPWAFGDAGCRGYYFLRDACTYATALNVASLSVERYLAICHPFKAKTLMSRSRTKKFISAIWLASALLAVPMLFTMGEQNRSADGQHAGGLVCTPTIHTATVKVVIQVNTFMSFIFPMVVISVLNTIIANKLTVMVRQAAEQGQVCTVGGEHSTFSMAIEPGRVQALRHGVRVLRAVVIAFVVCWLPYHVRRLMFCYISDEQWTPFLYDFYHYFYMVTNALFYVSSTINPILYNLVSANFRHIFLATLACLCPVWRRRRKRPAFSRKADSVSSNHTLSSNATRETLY
GPR35 antagonists – inhibition of zaprinast-stimulated GPR35 beta-arrestin translocation – imaging, U2OS, beta-arrestin-GFP, zaprinast agonist, primary screen (AID 2058); 290,000 tested, 0.052% active; U2OS GPR35 beta-arrestin-GFP translocation imaging, zaprinast antagonism; higher % means a stronger effect; inhibition, % at 10 µM, or IC50 in µM where a hit was titrated;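 active means inhibition of at least 50% with at least 30 cells and total cytoplasm GFP at most 10,000,000; inconclusive means under 30 cells or total GFP of 10,000,000 plus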
AID2073 – inhibitors of Mint1-CaV2.2 protein interaction, biochemical, HTRF (AID 2073); HTRF protein-protein interaction, Mint1-CaV2.2; higher % means a stronger effect; inhibition, % at 20 µM; hits with a dose series show IC50 in µM; 290,000 tested, 0.19% active; in the data active means inhibition mostly above about 51%, no sharp cut-off; inconclusive means no clear call, values can overlap the other calls; inactive means mostly below about 53%; further: some results filed as inactive read as strong as hits
RSV CPE inhibition – inhibition of RSV-induced cytopathic effect – HEp-2 cells, primary 10 µM value included (AID 2391). HEp-2 cells, RSV-induced CPE inhibition; higher % means a stronger effect. CPE inhibition, % at 10 µM; hits with a dose series show IC50 in µM. 310,000 tested, 0.13% active; in the data active means a potency from the dose series; inconclusive means CPE inhibition mostly from about 23% at the one dose, without a potency; inactive means the rest, 99 in 100 with CPE inhibition below about 21%; further: strong numbers were not always called active
NS5 inhibitors – flavivirus cap methylation enzyme inhibition – biochemical, confirmation dose response, primary screen (AID 588689) | Dengue-2 NS5 methyltransferase capping enzyme assay, biochemical; higher % means a stronger effect | one-dose inhibition, % at 25 µM; IC50 in µM for titrated hits | 340,000 tested, 0.3% active; in the data active means a potency from the dose series; inconclusive means inhibition above about 29% without an active follow-up result
WT yeast gro inh mutant strain – second read-out of WT yeast gro inh, no call of its own (marks repeat the call); inhibition, %; mitochondrial fusion phenotypic screen, mutant strain inhibition
Autophagy mod cell loss 18 h – further read-out of Autophagy mod, marked with its call; toxicity, %; measured here: cell loss, nuclei count;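 cell loss after 18 h compound exposure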
NTR1 agonist cell count 20 µM – recorded beside NTR1 agonist, whose call it bears; cell count; measured here: cell count, cytotoxicity flag
NS5 inhibitors pilot replicate – further read-out of NS5 inhibitors, marked with its call; inhibition, %; measured here: pilot screen replicate inhibition
Active calls of the source: *; i = inactive; ? = inconclusive; nt = no result given; [ ] = another dose, or the depositor's remark.

Preview (two entries):
SMILES	LYP phosphatase	WT yeast gro inh	WT yeast gro inh mutant strain	Autophagy mod	Autophagy mod cell loss 18 h	K1F lysis inhibition	NTR1 agonist	NTR1 agonist cell count 20 µM	GPR35 antagonists	AID2073	RSV CPE inhibition	NS5 inhibitors	others
CCC1=C(OC(=O)N(CC)CC)N2C(=O)OC(=NCC3CC3)[C@]2(Cc2ccccc2)[C@H]2C1=CC[C@H]1C(=O)NC(=O)[C@H]12	-4%	nt	nt	nt	nt	-1.1%	6.7	70	11%	10%	2.0%	-5%
CCOc1ccc(N=Nc2c(=O)[nH]n3c(=O)c4c([nH]c23)CCCC4)cc1	18%	-3	23	i	-1	-2.2%[50 µM]	5.4	49	-2%	8%	12%	6%

The whole of this part, from the start:
SMILES	LYP phosphatase	WT yeast gro inh	WT yeast gro inh mutant strain	Autophagy mod	Autophagy mod cell loss 18 h	K1F lysis inhibition	NTR1 agonist	NTR1 agonist cell count 20 µM	GPR35 antagonists	AID2073	RSV CPE inhibition	NS5 inhibitors	others
CCC1=C(OC(=O)N(CC)CC)N2C(=O)OC(=NCC3CC3)[C@]2(Cc2ccccc2)[C@H]2C1=CC[C@H]1C(=O)NC(=O)[C@H]12	-4%	nt	nt	nt	nt	-1.1%	6.7	70	11%	10%	2.0%	-5%
CCOc1ccc(N=Nc2c(=O)[nH]n3c(=O)c4c([nH]c23)CCCC4)cc1	18%	-3	23	i	-1	-2.2%[50 µM]	5.4	49	-2%	8%	12%	6%
COC(=O)c1ccc(CNC(=O)CSc2nnc(COc3ccccc3)n2C)o1	-3%	-20	7	i	-10	0.2%	1.5	39	3%	10%	1.0%	1%
O=C(c1cc(Cl)nc2ccccc12)N1CCN(S(=O)(=O)c2ccccc2[N+](=O)[O-])CC1	-7%	nt	nt	nt	nt	1.3%[50 µM]	-0.6	54	16%	10%	-0.2%	-3%
NC(=O)c1ccccc1NC(=O)CSc1cn[nH]n1	-5%	nt	nt	nt	nt	0.8%	8.3	47	11%	15%	1.5%	-4%
Cc1cc(NC(=O)CSc2ncc(CO)n2Cc2ccc(F)cc2)no1	-14%	nt	nt	nt	nt	0.2%	-0.7	53	-4%	-8%	0.9%	-4%
CCOc1ccc(C(=O)NCc2ccccc2OC)cc1	-2%	11	2	i	7	1.5%[50 µM]	2.1	79	12%	8%	3.1%	-3%
CCn1cc(/C=C(\NC(=O)c2ccccc2OC)C(=O)NCCCN2CCOCC2)c2ccccc21	-8%	nt	nt	nt	nt	0.4%	-0.6	67	-13%	7%	-0.9%	0%
Cc1ccc(CSCC(=O)N2CCN(Cc3ccc4c(c3)OCO4)CC2)cc1	-3%	24	22	i	6	3.2%	-1.9	35	-2%	10%	?	-1%
COc1ccc(C(=O)OCC(=O)c2ccc(Br)s2)c(OC)c1	nt	nt	nt	nt	nt	1.4%[50 µM]	1.6	71	nt	nt	-1.3%	-8%
O=C(CCn1cnnn1)Nc1cccc(F)c1	1%	-7	-3	i	1	0.4%	-1.8	53	-12%	-10%	1.7%	-3%
CC(C)OCCCN1CC(=O)N2C(c3cccc([N+](=O)[O-])c3)c3[nH]c4ccccc4c3C[C@H]2C1=O (some centres undefined)	-8%	nt	nt	nt	nt	0.2%	1.7	95	-12%	8%	11%	-10%
Cc1c(Cl)cnc(NC(=O)CSc2nnc3ccccn23)c1Cl	-2%	-5	-3	i	-13	0.2%	nt	nt	4%	9%	nt	-1%
FC(F)(F)c1ccc(CN2C[C@@H]3C(c4ccccc4)C4(c5cccnc5)CC3(C4)[C@H]2c2ccccc2)cc1 (some centres undefined)	2%	nt	nt	nt	nt	1.8%	-0.3	51	-7%	?	7.3%	-8%
Cc1ccc(NC(=O)CN(C)C(=O)c2cc(S(=O)(=O)N(C)C)ccc2N2CCCC2)cc1	nt	nt	nt	nt	nt	0.5%[50 µM]	0.1	62	nt	nt	-0.2%	-4%
Cc1ccc(NC(=O)NNC(=O)c2snnc2C)cc1	-2%	8	8	i	-29	3.6%	0.7	53	-1%	-2%	0.4%	-12%
COc1ccc(N2CCN(S(=O)(=O)c3c(C)nc4scc(C)n4c3=O)CC2)cc1	-1%	nt	nt	nt	nt	3.1%	-0.5	70	14%	6%	1.1%	-1%
Cc1ccccc1C(=O)NNC(=O)c1cc(N)cc([N+](=O)[O-])c1	-7%	-9	-5	i	4	-0.1%	4.2	55	2%	4%	0.4%	-4%
COC(=O)NNC(=O)c1ccc(Cl)cc1Cl	-7%	-27	-9	i	4	-5.4%	1.9	49	-10%	-4%	0.8%	-9%
CSc1ccc(C#N)cc1NC(=O)c1ccc(Cl)cc1	-4%	14	-2	i	4	0.3%	0.4	46	2%	0%	4.4%	-8%
Cc1cccc(C(=O)N[C@H](C(=O)Nc2cc(S(=O)(=O)N3CCCCC3)ccc2C)C(C)C)c1	8%	-4	-4	i	-14	2.3%	-0.7	69	-1%	5%	1.3%	-5%
CC(C)(C)c1nnc2sc(SCC(=O)N3CCc4ccccc43)nn2c1=O	7%	-3	-1	i	-24	0.2%	4.9	55	-2%	8%	-1.0%	-6%
COc1ccc(CC(=O)NC2CC(C)(C)NC(C)(C)C2)cc1	1%	-24	6	i	-7	0.2%	0.4	79	-9%	0%	-0.4%	2%
Cc1cccc(NC(=S)NC2CC3CCCC(C2)N3CC(C)C)c1C (centres undefined)	-2%	1	-3	i	-1	-0.4%	-1.7	64	15%	14%	1.6%	-2%
CCCS(=O)(=O)C(=C(Nc1ccc(OC)cc1)Nc1ccc(OC)cc1)S(=O)(=O)CCC	-4%	12	4	i	3	-0.1%	1.2	56	6%	8%	-0.1%	4%
Oc1ccccc1C1=NN(c2ccccc2)C(c2ccccc2)C1 (centres undefined)	-9%	nt	nt	nt	nt	0.0%	49*	102*	-14%	31%	4.5%	1%
CC(=O)CN1Cc2ccccc2/C1=N\C(=O)Nc1ccccc1	-5%	36	-15	i	-2	2.2%	1.5	46	-2%	1%	-0.3%	-1%
CCCN(CC(=O)Nc1ccccc1OC)C(=O)c1cccc(S(=O)(=O)Nc2ccc(OC)cc2)c1	nt	nt	nt	nt	nt	-0.2%[50 µM]	-0.4	71	nt	nt	1.3%	-4%
CC(C)CC(=O)NC(=S)Nc1cc(C(=O)O)ccc1Cl	2%	-8	-5	i	5	0.0%	0.2	52	1%	1%	2.2%	0%
Cc1ccc(-n2[nH]c(C)c(C=Nc3ccc4[nH]c(=O)[nH]c4c3)c2=O)cc1C	4%	40	33	i	-23	0.7%	8.7	59	-1%	-54%	-2.0%	?
CC(Oc1ccc(F)cc1)C(=O)Nc1cc(Cl)ccc1-n1cncn1 (centres undefined)	nt	nt	nt	nt	nt	2.8%[50 µM]	-0.5	49	nt	nt	1.3%	-9%
C#CCOCCOCCOCCNc1nc(N2CCN(C(=O)CCCCCCCCCCNC(=O)Cn3cc(CCCCCN)nn3)CC2)nc(N2CCN(C(=O)CCCCCCCCCCNC(=O)[C@H]([C@@H](C)CC)n3cc(CCCCN=C(N)N)nn3)CC2)n1	nt	nt	nt	nt	nt	-2.0%	5.3	77	nt	nt	-0.3%	-8%
CCOC(=O)C1CCN(C(=O)c2cc3c(=O)n4ccccc4nc3s2)CC1	-18%	nt	nt	nt	nt	1.2%[50 µM]	1.1	64	-12%	22%	2.4%	-3%
CCc1nnc(NC(=O)CS(=O)(=O)c2ccccc2)s1	-2%	nt	nt	nt	nt	0.9%	0.0	53	-13%	31%	0.0%	2%
Cn1nnc(NC(=O)c2ccc(C(C)(C)C)cc2)n1	-4%	-2	-5	i	14	0.4%	1.9	83	9%	-3%	0.6%	4%
COc1ccc(CCNC(=O)c2nnn(-c3ccccc3OC)c2N)cc1OC	-8%	-2	-8	i	-12	0.5%	-0.4	83	10%	10%	4.0%	-4%
CC(C)COc1ccc(C(=S)N2CCCC2)cc1	nt	nt	nt	nt	nt	0.5%	0.2	47	nt	nt	1.9%	5%
COc1cccc(CNC(=O)CCC2CCCN(C(=O)c3cscn3)C2)c1 (centres undefined)	-12%	-13	15	i	2	0.3%	1.2	53	18%	6%	0.8%	1%
Cc1ccc(C)c(C(=O)CN2C(=O)NC3(CCCCCCC3)C2=O)c1	0%	-7	11	i	8	0.3%	2.3	56	5%	-3%	-1.3%	-5%
COc1ccc(Cl)cc1NC(=O)NCCN1CCNC1=O	-7%	nt	nt	nt	nt	-0.3%	-0.9	51	-2%	0%	2.1%	-5%
COC(=O)c1ccccc1NC(=O)C1CC(c2ccc(F)cc2)=NO1 (centres undefined)	0%	17	15	i	3	4.2%	0.7	58	2%	6%	0.7%	2%
COc1cccc(-n2cnnc2SCC(=O)NC2CC2)c1	nt	nt	nt	nt	nt	7.0%[50 µM]	-1.2	55	nt	nt	2.6%	-3%
CN(Cc1ccc(F)cc1)C(=O)COc1ccc2ccccc2c1	-8%	nt	nt	nt	nt	0.1%	1.5	55	-7%	-8%	8.0%	-7%
COc1ccc(C(=O)Nn2cnnc2)c(OC)c1	-7%	-5	-1	i	5	0.1%	-0.5	90	13%	2%	2.4%	-6%	NS5 inhibitors pilot replicate=-3.0
COCCNC(=O)CSc1nc2sccc2c(=O)n1-c1ccccc1	-4%	nt	nt	nt	nt	-0.2%	-0.1	45	13%	29%	1.1%	-7%
Cc1cccc(NC2=NC(=S)N(c3ccc(C(=O)O)cc3)C23CCCCC3)c1	-5%	-14	-6	i	2	0.4%	0.8	30	-11%	0%	1.7%	1%
COc1cccc(NC(=O)c2cc([N+](=O)[O-])ccc2N2CCN(C)CC2)c1	-5%	-10	-10	i	-9	5.4%	-1.1	75	16%	-11%	4.0%	nt
COc1ccc(C(=O)C2CCCN(Cc3ccc4nonc4c3)C2)c(C)c1 (centres undefined)	-4%	nt	nt	nt	nt	0.1%	-0.4	64	-6%	-22%	2.6%	-2%
CN(C)C(CNC(=O)c1ccc2ccccc2n1)c1ccccc1 (centres undefined)	-9%	nt	nt	nt	nt	0.1%	0.1	61	-4%	8%	-0.7%	1%
Cc1sc(NC(=O)c2ccc(Cl)s2)c(C(N)=O)c1C	-2%	5	-18	i	5	1.4%	2.8	83	7%	11%	nt	-3%
CC(C)N(C(=O)c1ccc(C(=O)Nc2ccc([N+](=O)[O-])cc2)cc1)C(C)C	4%	10	7	i	-14	-1.0%	-0.7	87	-1%	1%	-1.2%	3%
Cc1ccc(C(=O)OCC(=O)Nc2cccc(S(=O)(=O)NC3=NCCCCC3)c2)c(C)c1	-6%	2	3	i	12	-0.6%	1.9	61	25%	4%	?	-5%
Cc1ccccc1OCCn1ccnc1	0%	nt	nt	nt	nt	1.0%	0.2	69	22%	-5%	-0.1%	-1%
CC1(C)N=C(N)N=C(N)N1c1ccc(Oc2ccc(Cl)cc2)c(Cl)c1	-8%	nt	nt	nt	nt	1.6%	-0.6	80	-11%	14%	12%	5%
